Compound activity: PubChem, several laboratories
FLuc inh counter: firefly luciferase enzyme inhibitors, primary screen, artefact control for luciferase-based inhibitor screens, biochemical, luminescence, ATPLite; hit rate 1.5% among 200,000; 10 min; Luciferin 4-monooxygenase (Photinus pyralis), P08659; inhibition, % at 10 µM;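 active = inhibition above about 50% when tested at 10 µM, limit read from the data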
Target sequence (P08659 whole entry, looked up): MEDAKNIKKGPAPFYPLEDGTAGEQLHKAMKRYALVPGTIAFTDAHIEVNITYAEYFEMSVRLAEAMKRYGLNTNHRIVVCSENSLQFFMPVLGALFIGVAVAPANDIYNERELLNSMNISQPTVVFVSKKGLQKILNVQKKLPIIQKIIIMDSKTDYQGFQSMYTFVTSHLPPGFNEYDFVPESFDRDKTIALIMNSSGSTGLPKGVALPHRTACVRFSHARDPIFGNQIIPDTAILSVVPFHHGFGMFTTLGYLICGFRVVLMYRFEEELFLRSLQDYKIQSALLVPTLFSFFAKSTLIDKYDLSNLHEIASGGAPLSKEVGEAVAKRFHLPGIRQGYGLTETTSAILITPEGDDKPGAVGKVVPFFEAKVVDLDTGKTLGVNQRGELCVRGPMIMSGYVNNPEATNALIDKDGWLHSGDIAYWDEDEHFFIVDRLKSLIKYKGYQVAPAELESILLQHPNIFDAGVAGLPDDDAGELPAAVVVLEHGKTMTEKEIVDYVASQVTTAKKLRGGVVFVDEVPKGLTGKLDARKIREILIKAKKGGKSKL
Hsp70 act: Hsp70 transcriptional activators, primary screen, cell-based, HeLa, Hsp70 promoter luciferase, luminescence, 10 µM. HeLa Hsp70 promoter luciferase reporter; scaled: vehicle 0, proteasome-inhibitor control 100%. activation, % at 10 µM. hit rate 0.04% among 200,000;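 active = activation above the mean across all tested compounds plus 3 SD, cutoff set per campaign, cut at about 5.5% in these data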;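 note: 100% = MG132 at 30 µM as the positive control and 0% = DMSO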
NF-kB neuron act: activators of NF-kB expression in neurons, primary screen, cell-based, HTS | fold change at 12.5 µM | AID 1239, 2008 | human neuronal cells, NF-kB reporter expression; stronger effect = higher value | hit rate 1.6% among 190,000; in the data active = fold change above about 3.3
APP 5UTR inh: inhibitors of APP translation via 5'UTR reporter, primary screen, APP 5'UTR luciferase, SH-SY5Y cells; SH-SY5Y APP 5'UTR-luciferase reporter, luminescence; inhibition, % at 2 µM; hit rate 0.82% among 190,000;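 active = inhibition above a set limit, derived from the sample mean plus 3 SD, cut at about 45% in these data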; note: values of inactives mirror those of a sister screen read the other way
STAT1 blocker: STAT1 signaling inhibitors, primary screen, cell-based, HTS, luciferase reporter | NIH 3T3 STAT1-luciferase reporter, IFN-gamma, luminescence | hit rate 0.35% among 200,000 | inhibition, % at 5.5 µM | AID 920, 2007;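 active = inhibition above a set limit, the mean inhibition across all tested compounds plus 3 SD, cut at about 34% in these data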;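 note: 0% = IFN-gamma with DMSO and 100% = IFN-gamma with 300 µM nifuroxazide; values of inactives mirror those of a sister screen read the other way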
STAT3 blocker: IL-6 driven STAT3 reporter inhibitors, primary screen, U3A cells, luciferase, luminescence, MLSCN library; AID 862, 2007; hit rate 0.89% among 190,000; IL-6 STAT3-luciferase reporter; host cell line lacks STAT1; inhibition, % at 5.5 µM;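 active = inhibition above the mean inhibition across all screened compounds plus 3 SD, cut at about 44% in these data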;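 note: 0% = DMSO only wells and 100% = 100 µM nifuroxazide control wells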
APP 5'UTR act: activators of APP 5'UTR luciferase reporter, primary screen, SH-SY5Y cells | SH-SY5Y APP 5'UTR luciferase reporter, luminescence; zero percent = DMSO vehicle wells | activation, % at 2 µM | hit rate 1% among 190,000 | AID 1276, 2008;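 active = activation above a set limit, based on mean plus 3 SD of controls, cut at about 140% in these data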; note: values of inactives mirror those of a sister screen read the other way
STAT3 act: IL-6 driven STAT3 reporter potentiators, primary screen, U3A cells, luciferase, luminescence, MLSCN library | IL-6 STAT3-luciferase reporter; 100% = signal with IL-6 EC80 alone | activation (% of control), % at 5.6 µM | hit rate 0.91% among 190,000;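 active = activation above the screen-wide mean of compound activation plus 3 SD, cut at about 130% in these data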;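 note: 0% = background luminescence of wells with medium and substrate only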
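Material: STAT1-lacking human U3A cells, STAT3 luciferase reporter | Benchmarks: IL-6-only wells as 100% reference | Probe or stimulus: IL-6 (33 ng/mL) | Timing: Compound 1 h, then IL-6 6 h at 37 °C | Detection: Luminescence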
RAM inhibit: inhibitors of the yeast RAM network, primary screen, dse1pr::URA3 reporter, 5-FOA selection; S. cerevisiae dse1pr::URA3 reporter, 5-FOA growth OD615, 2 d; analog-sensitive cbk1-as2 kinase mutant strain; inhibition, % at 50 µM; hit rate 1.8% among 190,000; AID 868, 2007;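 active = inhibition above a set limit, 3 SD over mean compound inhibition, cut at about 8.4% in these data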;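 note: 0% = DMSO-only wells with no growth and 100% = 10 µM 1-NA-PP1 full growth; inhibition rescues growth on 5-FOA so higher OD means more RAM inhibition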
STAT1 act: STAT1 signaling activators, primary screen, cell-based, HTS, luciferase reporter; hit rate 2.6% among 200,000; activation (% of control), % at 5.5 µM; AID 932, 2007; NIH 3T3 STAT1-luciferase reporter, IFN-gamma, luminescence; 100% = IFN-gamma alone, no compound;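 active = activation above the screen-wide mean activation plus 3 SD, cut at about 130% in these data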;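 note: raw ratio to IFN-gamma control signal so 100% means no change and 0% no light; values of inactives mirror those of a sister screen read the other way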
The depositor's hits bear a star; nt = not tested or not shown. These rows are one share of the data. The share of hits here may be higher or lower than overall.

Screens by letter: A = FLuc inh counter; B = Hsp70 act; C = NF-kB neuron act; D = APP 5UTR inh; E = STAT1 blocker; F = STAT3 blocker; G = APP 5'UTR act; H = STAT3 act; I = RAM inhibit; J = STAT1 act
O=C1CN(C(=O)COC(=O)Cc2ccccc2)c2ccccc2N1
  A: -5 | B: -0.1 | C: 1.2 | D: -25 | E: -3 | F: -6 | G: 25 | H: 107 | I: 0.0 | J: 103
Cc1ccc(/C=C2\C(=O)NC(=O)N(Cc3ccccc3Cl)C2=O)o1
  A: -2 | B: -0.2 | C: 1.4 | D: -33 | E: -10 | F: -23 | G: 33 | H: 123 | I: 1.4 | J: 108
CN1CCN(Cc2ccc(Br)s2)CC1
  A: -7 | B: 0.0 | C: 1.3 | D: 6 | E: -2 | F: 9 | G: -6 | H: 98 | I: 1.5 | J: 102
O=C1NC(=O)C2(Cc3ccccc3N3CCCC32)C(=O)N1c1ccccc1 (stereo not drawn)
  A: -3 | B: -0.3 | C: 1.4 | D: 4 | E: 6 | F: -26 | G: -4 | H: 126 | I: 1.3 | J: 96
CCCCCCn1c(=O)c(C(=O)Nc2nnc(C)s2)c(O)c2ccccc21
  A: -3 | B: -0.4 | C: 0.91 | D: 2 | E: 3 | F: 3 | G: -2 | H: 103 | I: 1.2 | J: 97
Cc1oc(C(=O)Nc2ccc(O)cc2)cc1COc1ccccc1
  A: 2 | B: -0.4 | C: 1.7 | D: -14 | E: 7 | F: 13 | G: 14 | H: 92 | I: 1.8 | J: 94
O=c1[nH]c(=O)n(-c2ccccc2)c(O)c1/C=C1/C(c2ccccc2)=Nc2ccccc21
  A: -5 | B: -0.1 | C: 1.3 | D: 68* | E: -22 | F: -21 | G: -68 | H: 115 | I: 1.9 | J: 120
O=C1NC(=O)N(c2ccc(Cl)cc2)C(=O)/C1=C\c1ccc(Sc2nc3ccccc3[nH]2)o1
  A: -2 | B: -0.2 | C: 1.1 | D: -3 | E: 10 | F: 7 | G: 3 | H: 96 | I: 4.8 | J: 91
Cc1nn(Cc2ccccc2)c(C)c1C(=O)O
  A: -4 | B: -0.1 | C: 0.98 | D: -21 | E: 1 | F: -2 | G: 21 | H: 103 | I: -0.9 | J: 100
N#CC1=C(N)Oc2c(c(=O)oc3ccccc23)C1c1ccncc1 (stereo not drawn)
  A: -3 | B: -0.3 | C: 1.1 | D: -6 | E: 10 | F: 6 | G: 6 | H: 99 | I: 0.3 | J: 91
COc1cccc(C2(C#N)CCN(C)CC2)c1
  A: -5 | B: -0.2 | C: 1.2 | D: -11 | E: -4 | F: 0 | G: 11 | H: 102 | I: -0.5 | J: 102
O=C(c1cc(=O)[nH]c2ccc(Br)cc12)N1CCC2(CC1)OCCO2
  A: -6 | B: -0.3 | C: 0.92 | D: nt | E: 13 | F: -3 | G: nt | H: 108 | I: 2.2 | J: 88
CCN(CC)CCCOC(=O)C(OC)(c1ccccc1)c1ccccc1
  A: -9 | B: -0.3 | C: 1.1 | D: 3 | E: 1 | F: 3 | G: -3 | H: 103 | I: 0.0 | J: 99
Cc1nc2cc([N+](=O)[O-])ccc2c(=O)n1-c1ccccc1[N+](=O)[O-]
  A: -1 | B: -0.3 | C: 1.1 | D: 15 | E: 10 | F: 10 | G: -15 | H: 92 | I: -0.1 | J: 89
COC(=O)Nc1ccc(N=C(N)N[N+](=O)[O-])cc1
  A: 1 | B: -0.3 | C: 1.1 | D: -8 | E: -2 | F: 3 | G: 8 | H: 102 | I: 0.7 | J: 101
COc1cccc(O)c1CN1CCCC(C(=O)c2sccc2C)C1 (stereo not drawn)
  A: -9 | B: -0.3 | C: 0.92 | D: 4 | E: 8 | F: 2 | G: -4 | H: 104 | I: 1.6 | J: 92
Cc1ccc(/C=C2/C(=O)NC(=O)N(CCc3ccc(F)cc3)C2=O)s1
  A: -8 | B: -0.3 | C: 1 | D: 1 | E: -15 | F: -8 | G: -1 | H: 105 | I: 5.5 | J: 113
NCC1(c2ccc3c(c2)OCCO3)CCCC1
  A: 3 | B: -0.4 | C: 1.1 | D: -7 | E: 6 | F: 18 | G: 7 | H: 89 | I: -1.6 | J: 94
O=C(CN1C2CCC1CC(O)(c1cccnc1)C2)Nc1ccc2c(c1)OCO2 (stereo not drawn)
  A: -5 | B: -0.1 | C: 1.1 | D: -8 | E: -9 | F: 7 | G: 8 | H: 99 | I: 0.9 | J: 109
O=c1[nH]c(=O)n(Cc2ccco2)c(O)c1/C=N/N1CCCCC1
  A: -6 | B: -0.5 | C: 1.2 | D: 4 | E: -1 | F: -16 | G: -4 | H: 109 | I: 2.2 | J: 101
Cc1ccc2c(c1)CC1(CN2C)C(=O)NC(=O)N(c2ccccc2C)C1=O (stereo not drawn)
  A: -3 | B: -0.1 | C: 1.1 | D: 1 | E: 8 | F: 10 | G: -1 | H: 93 | I: 3.2 | J: 93
O=c1[nH]c(CN2CCNCC2)nc2ccccc12
  A: 1 | B: 0.0 | C: 1 | D: 2 | E: 5 | F: -6 | G: -2 | H: 105 | I: 0.0 | J: 96
CC(C)OP(=O)(OC(C)C)C(O)c1ccccc1F (stereo not drawn)
  A: -11 | B: -0.3 | C: 1.1 | D: 18 | E: 3 | F: 4 | G: -18 | H: 96 | I: 1.0 | J: 97
CN1CCN(c2ncc(C=O)s2)CC1
  A: 0 | B: 0.8 | C: 0.99 | D: -16 | E: -1 | F: -3 | G: 16 | H: 107 | I: 2.0 | J: 98
COc1cc(/C=N/NP(=S)(c2ccccc2)c2ccccc2)ccc1O
  A: -9 | B: -0.4 | C: 0.85 | D: 0 | E: 2 | F: -1 | G: 1 | H: 102 | I: 2.2 | J: 104
COC(=O)c1c(C)n(Cc2ccc3c(c2)OCO3)c2ccc(O)cc12
  A: -4 | B: -0.1 | C: 0.92 | D: -8 | E: 12 | F: 7 | G: 8 | H: 98 | I: 1.1 | J: 89
O=C(N/N=C1/CN2CCC1CC2)c1cccc(O)c1
  A: 0 | B: -0.2 | C: 1.3 | D: nt | E: -21 | F: -6 | G: nt | H: 105 | I: -0.1 | J: 116
COCCCN1Cc2ccccc2C1=N
  A: -4 | B: -0.5 | C: 1.5 | D: -2 | E: -1 | F: 3 | G: 2 | H: 104 | I: 1.1 | J: 101
Cc1cc(Oc2ccc(C(F)(F)F)cc2[N+](=O)[O-])c2c3c(c(=O)oc2c1)CCC3
  A: -3 | B: -0.3 | C: 1.1 | D: 14 | E: -1 | F: -6 | G: -14 | H: 103 | I: 3.4 | J: 104
CCC(=O)N1CC(=O)Nc2ccc(F)cc2C1c1ccccc1 (stereo not drawn)
  A: -8 | B: -0.5 | C: 1.4 | D: -3 | E: -3 | F: 3 | G: 3 | H: 102 | I: 0.9 | J: 103

One compound at a time (already shown):
COc1cccc(O)c1CN1CCCC(C(=O)c2sccc2C)C1 (stereo not drawn) as listed: FLuc inh counter = -9; Hsp70 act = -0.3; NF-kB neuron act = 0.92; APP 5UTR inh = 4; STAT1 blocker = 8; STAT3 blocker = 2; APP 5'UTR act = -4; STAT3 act = 104; RAM inhibit = 1.6; STAT1 act = 92
COC(=O)c1c(C)n(Cc2ccc3c(c2)OCO3)c2ccc(O)cc12 as listed: FLuc inh counter = -4; Hsp70 act = -0.1; NF-kB neuron act = 0.92; APP 5UTR inh = -8; STAT1 blocker = 12; STAT3 blocker = 7; APP 5'UTR act = 8; STAT3 act = 98; RAM inhibit = 1.1; STAT1 act = 89

Next part
Screens by letter: A = FLuc inh counter; B = Hsp70 act; C = NF-kB neuron act; D = APP 5UTR inh; E = STAT1 blocker; F = STAT3 blocker; G = APP 5'UTR act; H = STAT3 act; I = RAM inhibit; J = STAT1 act
Cc1cc(C=C2C(=O)N(C)C(=O)N(C)C2=O)c(C)n1-c1ccccc1
  A: 24 | B: 0.1 | C: 1.6 | D: -27 | E: -4 | F: 19 | G: 27 | H: 92 | I: 2.2 | J: 102
COc1ccccc1Sc1ccccc1CC(C)N (stereo not drawn)
  A: -3 | B: -0.3 | C: 0.71 | D: -15 | E: 0 | F: -4 | G: 15 | H: 101 | I: 0.4 | J: 100
CCCCn1c(O)c(C(C)=Nc2c(C)n(C)n(-c3ccccc3)c2=O)c(=O)[nH]c1=O
  A: -10 | B: -0.3 | C: 1.1 | D: -3 | E: -7 | F: -19 | G: 3 | H: 121 | I: -0.4 | J: 106
CC1(C)OC1COc1c2occc2cc2ccc(=O)oc12 (stereo not drawn)
  A: -10 | B: -0.2 | C: 1.2 | D: 9 | E: 1 | F: 7 | G: -9 | H: 91 | I: 2.4 | J: 99
CN(C)c1ccc(/C=C2/C(=O)NC(=O)N(CCc3ccc(F)cc3)C2=O)cc1
  A: -6 | B: -0.5 | C: 1.2 | D: 1 | E: 9 | F: 9 | G: -1 | H: 95 | I: 1.4 | J: 92
O=C(NC(C(Cl)Cl)N1CCOCC1)c1ccccc1 (stereo not drawn)
  A: -1 | B: 0.0 | C: 1.1 | D: -11 | E: -4 | F: 8 | G: 11 | H: 103 | I: 0.0 | J: 103
O=[N+]([O-])c1ccc(N2CCCCC2)c2ncccc12
  A: 0 | B: -0.4 | C: 1 | D: -13 | E: -8 | F: -5 | G: 13 | H: 105 | I: 0.4 | J: 108
CC(c1ccccc1F)n1cc(C(=O)Nc2ccc3nc[nH]c3c2)nn1 (stereo not drawn)
  A: -4 | B: 0.4 | C: 0.95 | D: -15 | E: -1 | F: 5 | G: 15 | H: 99 | I: 1.5 | J: 101
Fc1ccc(N2CCN(Cc3ccc4c(c3)OCO4)CC2)cc1
  A: -9 | B: -0.4 | C: 1.1 | D: -1 | E: 1 | F: 11 | G: 1 | H: 94 | I: 0.8 | J: 98
CCNc1cc(N2CCNCC2)ccc1[N+](=O)[O-]
  A: -2 | B: -0.1 | C: 1.2 | D: -22 | E: 1 | F: -4 | G: 22 | H: 107 | I: 2.3 | J: 98
CCc1c(C)nc(N)nc1N1N=C1SCC#N
  A: -5 | B: -0.4 | C: 0.99 | D: 7 | E: -4 | F: -8 | G: -7 | H: 106 | I: 2.0 | J: 103
O=C1NC(=O)C(=Cc2cn(CCOc3ccc4c(c3)OCO4)c3ccccc23)C(=O)N1
  A: -3 | B: -0.2 | C: 0.84 | D: -13 | E: 3 | F: 2 | G: 13 | H: 98 | I: 6.9 | J: 97
CC(=O)c1c(C)n(CCCOC(C)C)c2ccc(O)cc12
  A: -6 | B: -0.2 | C: 1.4 | D: -32 | E: 5 | F: 14 | G: 32 | H: 90 | I: 0.2 | J: 95
c1ccc2c(CNC3CCCCC3)c[nH]c2c1
  A: -6 | B: -0.2 | C: 1.1 | D: 0 | E: 3 | F: -48 | G: 0 | H: 137* | I: 0.8 | J: 97
Cc1cc(C=O)c(C)n1CC1CCCO1 (stereo not drawn)
  A: -11 | B: -0.2 | C: 1.6 | D: 6 | E: -3 | F: 1 | G: -6 | H: 100 | I: 0.2 | J: 103
